HIF activator: HIF pathway transcriptional activation | U2OS HRE-luciferase reporter, luminescence; normalized: DMSO 0%, desferrioxamine 100% | activation, % at 7.5 µM (by protocol) | hit rate 0.32% among 300,000;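 active means mean activation of at least 10% of the iron chelator positive control signal, with at least half of replicates also reaching 10%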
TRPC4 block: inhibitors of mouse TRPC4 channel; HEK293 TRPC4beta/mu-opioid, DAMGO-evoked Fluo4 calcium flux; hits give low values; B-score at 10 µM; hit rate 0.39% among 300,000; AID 2247;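 active means B-score over 3 SD under the library average, no early fluorescence shift, positive overall ratio signal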
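material = TRPC4beta/mu-opioid receptor HEK293 cell line | probe or stimulus = sequential submaximal and maximal DAMGO stimulation | compound dosing = one concentration per compound | measured by = Fluo4 Ca2+ flux fluorescence | evaluation = integrated fluorescence ratio relative to baseline, converted to per-well B score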
TRPC6 activator: mouse TRPC6 channel activation; HEK293-TRPC6 membrane potential dye fluorescence; hits give high values; B-score at 10 µM; hit rate 0.13% among 310,000; AID 2550;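 active means B-score of the integrated fluorescence ratio above library mean plus 3 SD, and starting fluorescence ratio within library mean plus 5 SD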;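 further: higher score means more depolarization so channel activation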
TRPC4 potent: allosteric potentiators of mouse TRPC4 channel; HEK293 TRPC4beta/mu-opioid, DAMGO EC20, Fluo-4 Ca2+ flux; hits give high values; hit rate 0.42% among 310,000; Q9QUQ5; B-score at 10 µM;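 active means B-score of calcium response area above 5 SD of library B-scores, with initial fluorescence ratio within 5 SD of library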;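 further: B-score of integrated fluorescence ratio over time as area under calcium response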
TRPC6 inhibitor: blocks the mouse TRPC6 cation channel; hit rate 1.1% among 310,000; Q61143; B-score at 10 µM; HEK293-TRPC6, membrane potential dye, ACh-evoked depolarization; hits give low values;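 active means B-score under library mean minus 3 SD, initial fluorescence not abnormally high, positive integrated signal ratio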;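 further: B-score derived from integrated fluorescence ratio over the kinetic read; more negative B-score means stronger inhibition of depolarization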
PolyA inhibitor: blocks polyadenylation in yeast reporter cells; S. cerevisiae SKY197-pL101 polyadenylation reporter, beta-gal luminescence; efflux-impaired pdr1/pdr3 knockout yeast; score 100 = 6 SD above DMSO; calls only at 12 µM; hit rate 0.02% among 300,000; AID 1875;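 active means lowest replicate activity score at least 50, where 100 means six control SD above control mean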;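 further: yeast exposed to compound for 9 h at 30 °C; higher score means more reporter readthrough which indicates perturbed polyadenylation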
MrgX1 antag: blocks BAM8-22 activation of human MrgX1 receptor; Q96LB2; MRGX1-HEK293 calcium flux, Fluo-4, BAM8-22 antagonism; hits give low values; B-score at 10 µM; hit rate 1.3% among 310,000;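 active means calcium-response B-score plate-corrected more than 3 library SD below zero, starting fluorescence within 5 deviations, no agonist response on first addition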;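 further: peak minus trough fluorescence over baseline after final BAM8-22 challenge near maximal dose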
Target sequence (Q96LB2 whole entry, looked up): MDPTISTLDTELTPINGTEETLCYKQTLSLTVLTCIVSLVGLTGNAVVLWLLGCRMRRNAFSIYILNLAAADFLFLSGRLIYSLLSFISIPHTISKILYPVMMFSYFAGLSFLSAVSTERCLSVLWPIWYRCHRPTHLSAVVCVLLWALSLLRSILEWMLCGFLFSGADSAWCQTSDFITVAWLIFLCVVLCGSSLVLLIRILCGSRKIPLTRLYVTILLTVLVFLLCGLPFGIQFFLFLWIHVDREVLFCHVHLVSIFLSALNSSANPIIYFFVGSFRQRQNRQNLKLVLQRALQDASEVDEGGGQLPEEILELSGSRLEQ
AI-2 QS modul: Vibrio harveyi AI-2 quorum sensing modulation | Vibrio harveyi JMH597 AI-2 luminescence/OD600 ratio, 9 h; hits give low values; strain lacks LuxN and CqsS sensors; 0 = neutral-control median | activity change, % at 7.5 µM | AID 2094 | hit rate 0.4% among 300,000; in the data active means activity change below about -75%, passing the limit was not always enough;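 further: luminescence divided by OD600 gain over 9 h not by final OD600 alone; inactives centre near 13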
TRPC4 agonist: activators of mouse TRPC4 channel; Q9QUQ5; HEK293 TRPC4beta/mu-opioid, Fluo4 calcium fluorescence; hits give high values; B-score at 10 µM; hit rate 0.49% among 310,000; AID 2237;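 active means B-score above 5 SD of library B-scores, and initial fluorescence ratio not above library mean plus 5 SD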;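 further: positive B-score marks a calcium rise read as TRPC4 activation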
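System – HEK293 cells stably co-expressing mouse TRPC4beta and mu-opioid receptor · Signal – Fluo4 calcium-sensitive dye fluorescence, kinetic, 1 Hz baseline · Benchmarks – buffer (low) and maximal DAMGO (high) · Read-out – B score of integrated fluorescence ratio per well · Incubation – dye loading 45 min room temperature, 110 s kinetic read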
MrgX1 ag: human MrgX1 receptor agonism, primary screen; MrgX1-HEK293 cells, Fluo-4 calcium fluorescence, agonist mode; hits give high values; B-score at 10 µM; hit rate 0.44% among 310,000;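 active means calcium response B-score plate-corrected fluorescence ratio at least 3 library SD, with starting fluorescence B-score inside 5 SD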
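Assay system: MrgX1-expressing HEK293 cells / Amount: fifteen thousand cells per well / Doses: test compound in the initial addition of three / Timing: cells plated overnight, dye loaded 0.5 h 37 °C, 0.5 h room temperature / Technique: kinetic calcium dye fluorescence, Fluo-4 NW / Control set: positive and negative controls per plate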
MrgX1 PAM: allosterically activates human MrgX1 receptor signaling. MrgX1-HEK293, Fluo-4 calcium flux, FDSS; hits give high values. B-score at 10 µM. hit rate 0.63% among 310,000. Q96LB2;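 active means plate-corrected calcium response at least 3 library SD above typical, normal starting fluorescence, not activating the receptor alone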;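 further: compound read alongside a low EC10 to EC30 dose of BAM8-22 agonist; peak minus trough fluorescence over baseline measured at the second addition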
* = called active by the depositor; i = inactive; . = no result given. This is a subset, so the mix of outcomes need not match the whole.

Structure	MrgX1 ag	PolyA inhibitor	TRPC4 block	MrgX1 antag	MrgX1 PAM	TRPC6 activator	HIF activator	TRPC4 potent	TRPC6 inhibitor	TRPC4 agonist	AI-2 QS modul
Cc1cc(C)c(OCCOCCN2CCCC2)c(C)c1	i	i	i	i	i	i	-0.6	i	i	i	11
CC1CCCCC12NC(=O)N(CC(=O)Nc1ccc3[nH]c(=O)[nH]c3c1)C2=O (stereo not drawn)	i	i	i	i	i	i	-0.1	i	i	i	7
COc1cccc(CN2CC(C(=O)N3CCCCCCC3)CCC2=O)c1 (stereo not drawn)	i	i	i	i	i	i	0.1	i	i	i	11
COc1ccccc1OCC(=O)Nc1ccc(Cl)cc1	i	i	-7*	i	i	i	1.5	i	i	i	18
CCCCCc1nnc(NC(=O)c2ccc(N3CCCC3=O)cc2)s1	i	i	i	i	i	i	-0.8	i	i	i	16
O=C(O)[C@@H]1Cc2ccccc2N1	i	i	i	i	i	i	1.4	i	i	i	12
CN(C1CCCCC1)S(=O)(=O)c1ccc(NC(=S)NC(=O)c2cccs2)cc1	i	i	i	i	i	i	-0.8	i	i	i	15
Clc1ccc(OCc2nn3c(C4CCCCC4)nnc3s2)c(Cl)c1	i	.	i	i	i	i	-0.3	i	i	i	-2
Cc1ccc(S(=O)(=O)N2CCC(=O)N(CCOCc3cccc(F)c3)CC2)cc1	i	i	i	i	i	i	-1.2	i	i	i	9
COc1ccc(OC)c(/C=C/C(=O)NCCc2nc3ccccc3[nH]2)c1	i	i	i	i	i	i	-0.2	i	i	i	15
O=S(=O)(c1ccccc1)N1N=C(c2ccccc2)CC1c1ccco1 (stereo not drawn)	i	i	i	i	i	i	0.2	i	i	i	29
CN(C)CCNC(=O)COc1cccc2c1OC(C)(C)C2	i	i	i	i	i	i	-0.2	i	i	i	3
O=C(C1CCCN1S(=O)(=O)c1ccc(Cl)cc1)N1CCOCC1 (stereo not drawn)	i	i	i	i	i	i	-0.7	i	i	i	17
c1ccc(C2=NNC(c3ccccn3)=NN2)nc1	i	i	i	i	i	i	3.7	i	i	i	47
COc1ccc(CCC(C)N(C)Cc2ccccc2)cc1 (stereo not drawn)	i	i	i	i	i	i	0.3	i	i	i	12
Cc1ccc(NC(=O)C(=O)NCC2CCN(C(=O)c3cccc([N+](=O)[O-])c3)CC2)cc1	i	i	i	i	i	i	1.8	i	i	i	-7
CN1N=C2c3ccccc3CCC2C1c1ccc(C(F)(F)F)cc1 (stereo not drawn)	i	i	i	i	i	i	3.5	i	i	i	-1
O=C(Nc1ccccc1C(=O)NCCN1CCOCC1)c1ccco1	i	i	i	i	i	i	-0.3	i	i	i	21
COc1ccc(CCNC(=O)C2CCN(S(=O)(=O)c3c(C)noc3C)CC2)cc1OC	i	i	i	i	i	i	-0.4	i	i	i	24
CCc1nc(-c2ccccc2)c2ccccn12	i	i	i	i	i	i	-0.3	i	i	i	9
CC(C)C(=O)NNC(=O)C1CC1(c1ccccc1)c1ccccc1 (stereo not drawn)	i	i	i	i	i	i	-0.8	i	i	i	31
C/C(=N\Nc1nc(C(C)(C)C)cs1)c1ccccc1	i	i	i	i	i	i	3.9	i	i	i	11
C=CCN1C(=O)S/C(=C\c2ccc3c(c2)n(C)c(=O)n3C)C1=O	i	i	i	i	i	i	0.9	i	i	i	-10
O=C1C=C(NCc2ccc(Cl)cc2)CCC1	i	i	i	i	i	i	0.0	i	i	i	20
CN(C)S(=O)(=O)N1CCC(Oc2cccc(C(=O)NCCC3=CCCCC3)c2)CC1	i	i	i	-4.5*	i	i	1.1	i	i	i	1
Cc1ccc(C(=O)Oc2ccc(-c3nnco3)cc2)o1	i	i	i	i	i	i	0.0	i	i	i	.
CC(=O)C1C(c2ccc(Cl)cc2)NC(=O)NC1(O)C(F)(F)F (stereo not drawn)	i	i	i	i	i	i	-0.4	i	i	i	9
CCC(C)N(C(=O)c1csnn1)C(C(=O)NCc1ccc(F)cc1)c1ccccc1 (stereo not drawn)	i	i	i	i	i	i	-0.5	i	i	i	.
O=C(c1cc(S(=O)(=O)N2CCCCC2)ccc1N1CCOCC1)N1CCN(Cc2ccccc2)CC1	i	i	i	i	i	i	0.8	i	i	i	11
CCC1CN(C(=O)NCc2ccccc2)c2cc(C)ccc2O1 (stereo not drawn)	i	i	i	i	i	i	0.7	i	i	i	2
N#Cc1ccccc1NC(=O)CN1CCN(c2ccccn2)CC1	i	.	i	i	i	i	0.3	i	i	i	12
CCC(=O)NC(c1ccco1)c1cc(Cl)c2cccnc2c1O (stereo not drawn)	i	i	i	i	i	i	1.6	i	i	i	53
CCCCn1nc(C(=O)Oc2ccc3c(C)cc(=O)oc3c2)c2ccccc2c1=O	i	i	i	-6.6*	i	i	-0.4	i	i	i	9
O=C(CC(=O)c1ccccc1)Nc1cc(C(F)(F)F)ccc1Cl	i	i	i	i	i	i	-0.1	i	i	i	17
CCCCCCOc1cccc(N)c1	i	i	i	i	i	i	-0.3	i	i	i	27
O=C(CNc1ccc2c(c1)OCO2)N/N=C\c1ccccc1Cl	i	i	i	i	i	i	2.5	i	i	i	2
CCOC(=O)N1CCN(CC(=O)Nc2ccc(C)cc2)CC1	i	i	i	i	i	i	-0.3	i	i	i	2
COc1ccc(C(=O)COC(=O)[C@H](C)Nc2ccc(C(F)(F)F)cc2[N+](=O)[O-])cc1	i	i	i	i	i	i	-1.3	i	i	i	20
O=C(CCC1=NS(=O)(=O)c2ccccc2N1)NC1CCCCCCC1	i	i	i	i	i	i	-0.1	i	i	i	21
CCCNC(=O)NC(=O)CSc1nnc(-c2ccncc2)n1CC	i	i	i	i	i	i	.	i	i	i	-1
Cc1ccc2nc3c(cc(C(=O)NCCc4ccccc4)c(=N)n3CCN3CCOCC3)c(=O)n2c1	i	i	i	i	i	i	0.5	i	i	i	-11
CCOc1ccccc1NC(=O)c1cccc(NC(=O)c2ccco2)c1	i	i	i	i	i	i	1.1	i	i	i	22
CCCCN(C(=O)COC(=O)CSc1cc(C)c2ccccc2n1)c1c(N)n(CCC)c(=O)[nH]c1=O	i	i	i	i	i	i	-0.4	i	i	i	18
O=C(NCC1CCCO1)C(=O)N/N=C\c1ccc2c(c1)OCO2 (stereo not drawn)	i	i	i	i	i	i	-0.1	i	i	i	3
CC(CCc1ccc(O)cc1)NCc1ccc(Br)cc1 (stereo not drawn)	i	i	i	i	i	i	-27	i	i	i	-9
N=c1sccn1CC(=O)Nc1cccc(Oc2ccccc2)c1	i	i	i	i	i	i	-0.4	i	-5.7*	i	-6
CCn1ccnc1CN1CCc2c([nH]c3ccccc23)C1C1CCCCC1 (stereo not drawn)	i	i	i	i	i	i	-0.1	i	i	i	3
CCc1cccc(C)c1NC(=O)COC(=O)C(NS(=O)(=O)c1ccc(Cl)cc1)C(C)O (stereo not drawn)	i	i	i	i	i	i	-0.4	i	i	i	0
CC1=C(C(=O)OC2CCCCC2)C(c2cccs2)n2c(nc3ccccc32)N1 (stereo not drawn)	i	i	i	i	i	i	-0.1	i	i	i	30
O=c1cc(-c2ccccc2)n(S(=O)(=O)c2ccccc2)o1	i	i	i	i	i	i	0.3	i	i	i	-2
CC(C)Cc1cc(C(=O)N2CCCC(CO)(Cc3ccc(F)cc3)C2)no1 (stereo not drawn)	i	i	i	i	i	i	2.1	i	i	i	-4
CN(CCc1nc2ccccc2[nH]1)Cc1nc(CC2CC2)no1	i	i	i	i	i	i	-0.2	i	i	i	12
CSc1ccc(/C=N\NC(=O)COc2ccc(Cl)cc2Br)cc1	i	i	i	i	i	i	0.0	i	i	i	10
Cc1ccc(CS(=O)(=O)CCC(=O)NCCC(C)C)cc1	i	i	i	i	i	i	0.1	i	i	i	9
CCc1ccc(NC(=O)CSc2nccn(-c3ccc4c(c3)OCCO4)c2=O)cc1	.	i	i	.	.	i	-3.5	i	i	i	25
Cc1ccc(O)c(C(=O)c2cc(C#N)c3nc4ccccc4n3c2)c1	i	i	i	i	i	i	0.0	i	i	i	7

New compounds follow:
Structure	MrgX1 ag	PolyA inhibitor	TRPC4 block	MrgX1 antag	MrgX1 PAM	TRPC6 activator	HIF activator	TRPC4 potent	TRPC6 inhibitor	TRPC4 agonist	AI-2 QS modul
Cc1cccc(OCCn2c(=S)[nH]c3ccccc32)c1	i	i	.	i	i	i	0.9	i	i	i	2
CC(C(=O)OCC(=O)c1ccccc1)N1C(=O)C2C3CCC(C3)C2C1=O (stereo not drawn)	i	i	i	i	i	i	-0.7	i	i	i	11
Cc1ccc2oc(C(=O)NC3CCS(=O)(=O)C3)c(C)c2c1 (stereo not drawn)	.	i	i	.	.	i	3.0	i	i	i	-1
CC(=O)c1ccc(NC(=O)C2CCCO2)cc1 (stereo not drawn)	i	i	i	i	i	i	-0.2	i	i	i	16
Cc1cccc(C(=O)Nc2cccc(OCC(=O)O)c2)c1	i	i	i	i	i	i	0.0	i	i	i	23
O=C(CCCSc1nnnn1-c1cccc2ccccc12)c1ccc(F)cc1	i	i	i	i	i	i	-1.0	i	i	i	20
CCCCn1c(N)c(N(CC)C(=O)/C=C/c2ccco2)c(=O)[nH]c1=O	i	i	i	i	i	i	0.0	i	i	i	15
Cc1c(C)n(-c2ccccc2)c2ncnc(NCCCN(C)C)c12	i	i	i	i	i	i	-35	i	i	i	1
CCOC(=O)c1cc(C)sc1NC(=O)C1CCC1	i	i	i	i	i	i	-0.5	i	i	i	18

Assay outcomes deposited in PubChem BioAssay by several laboratories.
